From PubChem BioAssay
ADAM10 inh: inhibits human ADAM10; O14672; recombinant ADAM10, EDANS/DABCYL FRET peptide cleavage, 3 h; inhibition, % at 7 µM; hit rate 0.62% among 370,000;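 active means inhibition above a per-campaign cutoff equal to the mean of compounds falling between control-based bounds plus 3 SD, cut at about 20% in these data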;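 further: 0% = DMSO wells while the 100% control is not disclosed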
ADAM17 inh: inhibitors of human ADAM17. P78536. recombinant ADAM17, EDANS/DABCYL FRET peptide cleavage. inhibition, % at 6.95 µM. hit rate 0.83% among 370,000;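 active means inhibition above the mean of compounds lying between control limits plus 3 SD, set per campaign, cut at about 8.5% in these data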;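 further: 0% = DMSO-only wells as the low control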
PLCb3 inh: inhibitors of human phospholipase C beta3. Q01970. Purified PLC-beta3, fluorogenic substrate, fluorescence. inhibition, % at 12.2 µM. hit rate 0.18% among 370,000; in the data active means inhibition above about 11%;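 further: 0% = median of compound wells on plate and 100% = full blocker control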
DDE Tn6 FP inh: inhibitors of Tn6 peptide binding to human fibrin DD(E); AID 720509; inhibition, % at 8.3 µM; hit rate 0.21% among 370,000; Fibrin DD(E) TRITC-Tn6 fluorescence polarization displacement;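 active means inhibition above a per-campaign cutoff: mean of compounds within control limits plus 3 SD, cut at about 15% in these data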;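 further: 0% = median of all compound wells on the plate and 100% = blocking peptide control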
SIAE primary: inhibitors of human sialic acid acetylesterase SIAE; Q9HAT2; SIAE FP-Rh probe binding, fluorescence polarization; inhibition, % at 9.66 µM; hit rate 0.69% among 370,000; AID 1053197;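 active means inhibition above a cutoff: mean of compounds within the control limits plus 3 SD of those, cut at about 17% in these data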;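 further: 0% = plate median of compound wells and 100% = probe without SIAE protein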
Target sequence (Q9HAT2 whole entry, looked up): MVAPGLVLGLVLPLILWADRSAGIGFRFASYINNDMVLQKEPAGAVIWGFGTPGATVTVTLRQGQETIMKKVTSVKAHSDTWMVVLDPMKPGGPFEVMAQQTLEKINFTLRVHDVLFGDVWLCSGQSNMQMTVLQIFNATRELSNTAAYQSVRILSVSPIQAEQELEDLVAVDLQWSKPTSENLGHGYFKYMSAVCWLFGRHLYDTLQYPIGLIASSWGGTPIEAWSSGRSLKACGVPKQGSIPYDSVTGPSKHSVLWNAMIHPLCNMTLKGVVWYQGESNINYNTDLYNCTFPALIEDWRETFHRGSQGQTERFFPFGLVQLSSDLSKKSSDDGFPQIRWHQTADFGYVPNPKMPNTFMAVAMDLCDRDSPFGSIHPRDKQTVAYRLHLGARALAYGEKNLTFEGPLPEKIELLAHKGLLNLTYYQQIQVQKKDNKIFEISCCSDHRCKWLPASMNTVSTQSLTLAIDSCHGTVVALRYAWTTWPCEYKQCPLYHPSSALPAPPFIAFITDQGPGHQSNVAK
ARFGAP1 inh: rat ARFGAP1 inhibition; Q62848; Arfgap1-stimulated ARF1 GTP hydrolysis, GDP FP detection; inhibition, % at 16.5 µM; hit rate 0.26% among 360,000; AID 651572;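 active means inhibition above a per-plate limit, mean inhibition of low control wells plus 3 SD, cut at about 25% in these data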;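 further: 0% = DMSO wells with enzyme and 100% = wells lacking Arfgap1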
Target sequence (Q62848 1-136 limits assumed): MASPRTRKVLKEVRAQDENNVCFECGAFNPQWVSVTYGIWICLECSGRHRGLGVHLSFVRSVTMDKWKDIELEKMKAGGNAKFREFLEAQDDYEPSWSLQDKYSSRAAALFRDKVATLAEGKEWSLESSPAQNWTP
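Material: rat Arfgap1 catalytic domain, aa 1-136; also added: human ARF1(Δ1-17)-GTP substrate; compound dosing: one concentration, 16.5 µM, DMSO 1.26%; incubation: GTP hydrolysis reaction 2 h at 25 °C; measured by: Tracer-displacement fluorescence polarization with EDTA stop, 620/688 nm; evaluation: % inhibition from polarization; repeats: one replicate per compound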
TDP2 absorb: TDP2 (human) inhibition, absorbance primary screen | inhibition, % at 12.8 µM | O95551 | hit rate 0.34% among 370,000 | recombinant TDP2, T5PNP hydrolysis, p-nitrophenol absorbance 415 nm;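 active means inhibition above the mean of all tested compounds plus 3 SD, set per campaign, cut at about 25% in these data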;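 further: 0% = DMSO with enzyme and 100% = buffer with substrate but no TDP2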
Target sequence (O95551 whole entry, looked up): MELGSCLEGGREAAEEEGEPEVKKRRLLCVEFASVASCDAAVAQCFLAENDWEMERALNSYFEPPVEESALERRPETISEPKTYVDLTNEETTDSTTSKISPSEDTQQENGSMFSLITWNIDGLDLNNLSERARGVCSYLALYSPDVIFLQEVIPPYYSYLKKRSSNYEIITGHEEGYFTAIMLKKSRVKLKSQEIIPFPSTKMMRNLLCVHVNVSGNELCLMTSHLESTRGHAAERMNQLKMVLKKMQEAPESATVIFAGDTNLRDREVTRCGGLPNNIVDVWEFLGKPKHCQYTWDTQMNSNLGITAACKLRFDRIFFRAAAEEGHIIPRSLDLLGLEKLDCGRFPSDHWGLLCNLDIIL
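Evaluation: % inhibition relative to enzyme-containing and enzyme-free wells. Material: recombinant human TDP2. Benchmarks: enzyme-free and DMSO wells. Timing: enzyme reaction with compound for 2 h at 37 °C. Compound dosing: 12.8 µM only. Measured by: p-Nitrophenol epi absorbance. Reagent: T5PNP substrate at 5 mM, a TopII-DNA adduct mimic. Replication: single well per compound.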
ASAP1 GAP inh: ASAP1 ArfGAP inhibition; Q9ULH1; ASAP1-stimulated ARF1 GTP hydrolysis, GDP FP detection; inhibition, % at 16.5 µM; hit rate 0.19% among 360,000; in the data active means inhibition above about 25%;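 further: 0% = vehicle with enzyme and substrate and 100% = no enzyme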
DDE Tn7 FP inh: disrupts Tn7 cyclic peptide binding to fibrin D-Dimer-E complex; FP displacement of FITC-Tn7 peptide from fibrin DD(E); 0% = median of compound wells per plate; inhibition, % at 8.3 µM; hit rate 0.13% among 370,000; AID 720508; P02675;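 active means inhibition above the mean of compounds falling within the control limits plus 3 SD of them, cut at about 14% in these data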;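 further: 0% = plate median of compound wells and 100% = 10 µM Aha-Tn7 peptide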
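assay system = human clot-derived fibrin DD(E) complex | quantity = Fibrin-DD(E) at 2 µM final | timing = 10 min preincubation, 3 h with tracer, room temperature | signal = fluorescence polarization | measure = percent inhibition | benchmarks = high control wells with 10 µM unlabelled Aha-Tn7 peptide (full inhibition) | replicates = singlicate testing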
PLC-gamma1 inh: blocks human PLC-gamma1 enzyme activity; hit rate 0.84% among 370,000; AID 720700; purified PLC-gamma1, fluorogenic substrate, fluorescence; inhibition, % at 12.2 µM; in the data active means inhibition above about 9.5%
The depositor's hits bear a star.

cpd | ADAM10 inh | ADAM17 inh | molecule | PLCb3 inh | DDE Tn6 FP inh | SIAE primary | ARFGAP1 inh | TDP2 absorb | ASAP1 GAP inh | DDE Tn7 FP inh | PLC-gamma1 inh
1 | -13 | -7 | C=CCn1c(SCC(=O)N(CC)C2CCS(=O)(=O)C2)nnc1-c1ccccc1 (stereo not drawn) | -4 | -5 | 8 | -8 | 6 | 9 | 1 | 1
2 | -5 | 4 | CC(c1ccco1)N(C(=O)c1ccc(Cl)s1)c1ccccn1 (stereo not drawn) | -1 | -2 | -7 | 0 | -9 | -2 | 4 | 1
3 | -5 | -2 | Cc1cccc(N2C(S)=C(C#N)C(=O)NC2c2cccs2)c1 (stereo not drawn) | -1 | -3 | 7 | -8 | -5 | 11 | -3 | 0
4 | 0 | 0 | CCOC(=O)c1ccc(NC(=S)P(=O)(c2ccccc2)c2ccccc2)cc1 | 3 | 9 | 1 | 0 | 2 | 6 | 6 | 2
5 | -6 | 0 | Cc1ccc2c(c1)CCCN2C(=O)c1cc(C)on1 | -6 | 5 | 0 | -3 | 3 | 16 | -7 | 3
6 | -112 | -37 | COc1ccc(Br)cc1/C=C(\C(=O)O)c1ccc(S(=O)(=O)N2CCCCC2)s1 | -45 | -2 | -6 | -4 | 2 | 13 | -3 | -28
7 | -1 | 2 | CCOC(=O)C1(Cc2ccc(OC)cc2)CCN(C(=O)CCc2cccnc2)CC1 | -2 | 3 | 0 | 4 | -12 | -5 | -10 | 3
8 | -10 | -6 | COc1ccc(NC(=O)C(=O)NCCN2CCN(C(=O)c3ccco3)CC2)cc1 | 1 | -4 | -4 | 3 | -9 | 10 | 4 | 2
9 | 1 | -3 | Cc1ccc(NC(=O)C2(C)CCN2C(=O)Cc2ccccc2)cc1C (stereo not drawn) | 3 | -3 | -3 | 2 | 0 | -7 | 0 | 0
10 | 11 | -3 | NS(=O)(=O)c1ccc(CCNS(=O)(=O)c2cccc3cccnc23)cc1 | -2 | 6 | -4 | -10 | -3 | -5 | 5 | 0
11 | 2 | 0 | CC(C)CNS(=O)(=O)c1ccc(OCC(=O)NCC2CCCO2)c(Cl)c1 (stereo not drawn) | 1 | -9 | 4 | 5 | 4 | -6 | -10 | 1
12 | 1 | 0 | COc1cc(C)c(CN2CCC(n3nccc3NC(=O)C3CCOC3)CC2)cc1C (stereo not drawn) | -3 | -1 | 4 | 8 | -1 | -7 | -3 | -1
13 | -9 | -4 | COc1ccc(S(=O)(=O)N2CCOCC2)cc1NC(=O)CSc1nnc(C2CC2)n1C1CC1 | -3 | 13 | -6 | 3 | 1 | -4 | -2 | 2
14 | -2 | -2 | Cc1noc(C)c1S(=O)(=O)Nc1ccc(C(=O)NC2CCCCC2C)cc1 (stereo not drawn) | 5 | -3 | -4 | -4 | 8 | 1 | 6 | 0
15 | 2 | -1 | O=c1ccc2cc(S(=O)(=O)N3CCOCC3)ccc2o1 | 2 | 1 | -4 | -6 | 3 | -8 | 11 | -1
16 | 5 | 7 | O=C(CSc1nc2ccccc2s1)c1ccc(O)cc1O | -11 | 7 | -9 | 1 | 12 | 5 | -4 | -5
17 | 6 | 0 | c1ccc(C(c2nnnn2C2CCCC2)N2CCN(c3ccccc3)CC2)cc1 (stereo not drawn) | 2 | 3 | 3 | 8 | 1 | -1 | 4 | 2
18 | 6 | -2 | CCC1Oc2ccc(C)cc2N(CC(=O)N(Cc2cccnc2)Cc2cccc(F)c2)C1=O (stereo not drawn) | -3 | 8 | 1 | -5 | 11 | 6 | 4 | 2
19 | 3 | 2 | CSc1ccc(CN2CCCN(C)CC2)cc1 | 0 | -1 | 2 | 15 | -12 | -3 | -1 | 5
20 | -43 | -14 | Cc1cccc(N2CCN(C(=S)Nc3ccc4nc5n(c(=O)c4c3)CCCCC5)CC2)c1C | -22 | 5 | -2 | -8 | 6 | 0 | 1 | -9
21 | 9 | -1 | O=c1[nH]c(C2CCCN(S(=O)(=O)c3ccccc3)C2)nc2c1nnn2Cc1ccccc1 (stereo not drawn) | 3 | 2 | -3 | -8 | 8 | -1 | 0 | -3
22 | 2 | 0 | Fc1ccc2c(c1)C1OCCCC1C(c1ccccc1)N2 (stereo not drawn) | 0 | -3 | 3 | 9 | -18 | 0 | -2 | -2
23 | 0 | -1 | CC(=O)Nc1ccc(S(=O)(=O)N(C)S(=O)(=O)c2ccc(F)cc2)cc1 | 3 | -6 | 4 | 5 | 10 | 1 | 0 | 1
24 | 4 | -3 | CC(C)c1nc2cc(C(=O)N3CCNC(=O)C3c3cccc(F)c3)ccc2o1 (stereo not drawn) | -3 | 6 | 0 | 14 | 3 | -11 | 2 | 1
25 | -8 | -6 | Cc1ccc(S(=O)(=O)N2CCOCC2)cc1C(=O)NC1=NCCS1 | -5 | 0 | 8 | 1 | 4 | -12 | 3 | 0
26 | -8 | -2 | CCCn1cc(CN2CCc3ccc(NC(=O)C4CCCO4)cc3C2)c(C)n1 (stereo not drawn) | -23 | -3 | 1 | 0 | -1 | 17 | 0 | -6
27 | -18 | -4 | CC(C)N1C(=O)C(=O)N(CC(=O)N2CCc3ccccc32)C1=O | -1 | 2 | 1 | 1 | 8 | 7 | -2 | 5
28 | -1 | 0 | CCN(CC)C(=O)Cn1cc(C(=O)C(=O)N2CCN(C)CC2)c2ccccc21 | -4 | -3 | -4 | -8 | 2 | -5 | -6 | -1
29 | 1 | 2 | CCOC(=O)[C@]12CCC=C1N(Cc1cccc3ccccc13)C(=O)[C@H](CC(=O)N1CCC(c3ccccc3)CC1)C2 | -2 | -2 | -5 | 4 | 0 | 2 | -5 | -4
30 | -3 | -1 | Cc1noc(/C=C/NCc2cccnc2)c1S(=O)(=O)N(C)CC(=O)N1CCc2ccccc21 | -53 | -2 | 4 | 11 | 6 | -2 | 5 | -45
31 | -15 | -2 | Cc1ccc(CN2C(=O)c3ccccc3C2c2nnnn2-c2ccc3c(c2)OCCO3)cc1 (stereo not drawn) | 2 | 3 | 3 | 6 | 4 | 14 | 7 | 0
32 | 3 | -6 | CCOc1ccccc1NC(=O)C1CCCN(S(=O)(=O)c2cccc3nsnc23)C1 (stereo not drawn) | 4 | 7 | -4 | 5 | 10 | -2 | -2 | 1
33 | -13 | -12 | CCNC(=O)COc1ccc(F)cc1C(=O)c1cnn(-c2ccccc2)c1 | -35 | -4 | 1 | 7 | -8 | -1 | 3 | -18
34 | 2 | -2 | CC(Oc1ccc(Cl)cc1)C(=O)Nc1ncccn1 (stereo not drawn) | 3 | 4 | 2 | 7 | 2 | 4 | 3 | 3
35 | -73 | -26 | COCCCNC(=S)N(Cc1ccccc1)Cc1nc2ccccc2c(=O)[nH]1 | -11 | 0 | 0 | -6 | -3 | 6 | 3 | -15
36 | -18 | 3 | Cc1n[nH]c(C)c1NC(=O)CN1CCN(S(=O)(=O)c2ccc(C(F)(F)F)cc2)CC1 | -4 | 1 | 5 | -3 | 4 | -12 | -8 | 10*
37 | -1 | -1 | CCN(CC)c1nc(-c2ccccc2)ncc1S(=O)(=O)c1ccc(C)cc1 | -3 | 0 | -3 | 13 | 2 | 5 | -4 | 0
38 | 1 | -4 | CCOC(=O)c1ccc(NC(=O)c2cnccn2)cc1 | -2 | -1 | 5 | 1 | -7 | 14 | -5 | 4
39 | -23 | -5 | Cc1cccn2cc(CCNC(=O)c3ccc(Br)o3)nc12 | -7 | -4 | 9 | 5 | 4 | 3 | 0 | -12
40 | 5 | -1 | CCc1ccc(NC(=O)C(C)OC(=O)CCC(=O)c2cccs2)cc1 (stereo not drawn) | -3 | -4 | 4 | 15 | -1 | 9 | 7 | 3
41 | -88 | -28 | O=C(COc1ccccc1)Nc1ccc2oc(=O)ccc2c1 | -70 | -1 | 5 | 4 | 6 | 5 | 1 | -53
42 | -6 | -3 | O=C(Cc1ccc(S(=O)(=O)N2CCOCC2)s1)N1CCN(S(=O)(=O)c2ccccc2[N+](=O)[O-])CC1 | -5 | 2 | 7 | -17 | 5 | 8 | -1 | 4
43 | 6 | -4 | CCOc1ccc(Nc2nc(N)c([N+](=O)[O-])c(NCc3ccccc3)n2)cc1 | -2 | 1 | 20* | -2 | 8 | -7 | 4 | 1

Some of the entries so far, in transposed form.
#28 CCN(CC)C(=O)Cn1cc(C(=O)C(=O)N2CCN(C)CC2)c2ccccc21
#29 CCOC(=O)[C@]12CCC=C1N(Cc1cccc3ccccc13)C(=O)[C@H](CC(=O)N1CCC(c3ccccc3)CC1)C2
assay / compound	28	29
ADAM10 inh	-1	1
ADAM17 inh	0	2
PLCb3 inh	-4	-2
DDE Tn6 FP inh	-3	-2
SIAE primary	-4	-5
ARFGAP1 inh	-8	4
TDP2 absorb	2	0
ASAP1 GAP inh	-5	2
DDE Tn7 FP inh	-6	-5
PLC-gamma1 inh	-1	-4

Gathered by group, the entries above with fluorine (six)
cpd | ADAM10 inh | ADAM17 inh | molecule | PLCb3 inh | DDE Tn6 FP inh | SIAE primary | ARFGAP1 inh | TDP2 absorb | ASAP1 GAP inh | DDE Tn7 FP inh | PLC-gamma1 inh
18 | 6 | -2 | CCC1Oc2ccc(C)cc2N(CC(=O)N(Cc2cccnc2)Cc2cccc(F)c2)C1=O (stereo not drawn) | -3 | 8 | 1 | -5 | 11 | 6 | 4 | 2
22 | 2 | 0 | Fc1ccc2c(c1)C1OCCCC1C(c1ccccc1)N2 (stereo not drawn) | 0 | -3 | 3 | 9 | -18 | 0 | -2 | -2
23 | 0 | -1 | CC(=O)Nc1ccc(S(=O)(=O)N(C)S(=O)(=O)c2ccc(F)cc2)cc1 | 3 | -6 | 4 | 5 | 10 | 1 | 0 | 1
24 | 4 | -3 | CC(C)c1nc2cc(C(=O)N3CCNC(=O)C3c3cccc(F)c3)ccc2o1 (stereo not drawn) | -3 | 6 | 0 | 14 | 3 | -11 | 2 | 1
33 | -13 | -12 | CCNC(=O)COc1ccc(F)cc1C(=O)c1cnn(-c2ccccc2)c1 | -35 | -4 | 1 | 7 | -8 | -1 | 3 | -18
36 | -18 | 3 | Cc1n[nH]c(C)c1NC(=O)CN1CCN(S(=O)(=O)c2ccc(C(F)(F)F)cc2)CC1 | -4 | 1 | 5 | -3 | 4 | -12 | -8 | 10*
